Platelet DG rel – platelet dense granule release activity; human platelet-rich plasma, SFLLRN dense granule ATP release, luminescence; inhibition, %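 (compounds screened at 7.5 µM in platelet-rich plasma)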; 300,000 tested, 0.22% active; AID 1663;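 active = mean replicate score, as percent of positive control, at or above 50; inconclusive = mean below 50 but at least one replicate at or above 50; inactive = mean and every replicate below 50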
HIF act – HIF pathway transcriptional activation; U2OS HRE-luciferase reporter, luminescence; normalized: DMSO 0%, desferrioxamine 100%; activation, % at 7.5 µM (by protocol); 300,000 tested, 0.32% active;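 active = mean activation of at least 10% of the iron chelator positive control signal, with at least half of replicates also reaching 10%; inconclusive = mean and replicate majority disagree about reaching 10%; inactive = mean and most replicates under 10%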
HSP90 refold inh – HSP90 refolding inhibition in rabbit reticulocyte lysate. inhibition, % at 5.6 µM. luciferase refolding luminescence, 3 h. 290,000 tested, 0.91% active. AID 1789;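 active = inhibition above the screen-wide mean plus 3 SD, computed separately per campaign, cut at about 16% in these data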;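 note: 0% = DMSO wells and 100% = 60 µM geldanamycin wells; inhibitors lower the luminescence because luciferase stays unfolded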
HSF-1 act – increases HSF-1 driven luciferase reporter signal | activation, % at 9 µM | 300,000 tested, 1.7% active | NIH3T3-HGL HSF-1 luciferase reporter, MG132, 8 h; 100% = twice DMSO control signal;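 active = mean replicate activation of at least 50% with a set share of replicates each reaching 50%; inconclusive = only one of those two conditions met; inactive = mean below 50% and too few replicates reaching it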;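 note: 0% = median of the neutral control wells and 100% = twice that signal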
IEC-6 cytotox – counter-screen for KLF5 inhibitors: cytotoxicity in IEC-6 cells. IEC-6 cytotoxicity, luminescence viability. inhibition, % at 5 µM. 290,000 tested, 0.78% active; in the data active = inhibition above about 22%;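 note: 0% = plate median of test compound wells and 100% = cytotoxic reference compound wells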
AI-2 QS modul – Vibrio harveyi AI-2 quorum sensing modulation; Vibrio harveyi JMH597 AI-2 luminescence/OD600 ratio, 9 h; active compounds read low; strain lacks LuxN and CqsS sensors; 0 = neutral-control median; activity change, % at 7.5 µM; 300,000 tested, 0.4% active; in the data active = activity change below about -75%, passing the limit was not always enough; inconclusive = no clear call, values can overlap the other calls;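 note: luminescence divided by OD600 gain over 9 h not by final OD600 alone; inactives centre near 13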
aSyn 5UTR inh – 5' untranslated region of α-synuclein, MLPCN primary screen; 300,000 tested, 0.82% active; alpha-synuclein 5'UTR reporter, inhibitor activity; AID 1813; inhibition, % (tested at 7.5 µM); in the data active = inhibition above about 60%; inconclusive = no clear call, values can overlap the other calls;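 note: H4 neuroglioblastoma cells stably carrying SNCA 5'UTR luciferase fusion; 0% = DMSO wells and 100% = positive control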
KLF5 inh – suppresses KLF5 promoter-driven expression. DLD-1 KLF5 promoter-luciferase reporter, luminescence. 290,000 tested, 0.23% active. inhibition, % at 5 µM;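 active = inhibition above a per-plate limit of that plate's mean compound inhibition plus 3 SD, cut at about 60% in these data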;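 note: 0% = DMSO wells and 100% = LY294002 at 200 µM; higher means less KLF5 promoter-driven luciferase light; inactives centre near -14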
SKKanGAS inh – inhibitors of SKKanGAS S. pyogenes growth in kanamycin (SK-promoter or general growth effect). 300,000 tested, 1.3% active. inhibition, % at 7.5 µM. BacTiter-Glo, 6 h;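 active = mean replicate score, as percent of positive control median, at least 50; inconclusive = mean below 50 but one replicate at or above 50; inactive = mean and every replicate below 50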;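 note: strain carries kanamycin resistance gene driven by streptokinase promoter and grows in 40 µg/ml kanamycin; loss of luminescence reflects streptokinase promoter inhibition or plain growth inhibition; 0% = median of DMSO wells and 100% = positive control at its reference dose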
HSF1 inh – HSF1 inhibition | NIH3T3-HGL HSE-luciferase, MG132-induced, luminescence 8 h; active compounds read low | activity change, negative = inhibition, % at 7.5 µM (by protocol) | 300,000 tested, 0.77% active | AID 2098;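 active = more than half of replicate wells show activity change below -50%, luminescence cut by over half; inconclusive = some wells, but at most half, below -50%; inactive = no replicate well below -50%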;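 note: luciferase reports HSF-1 transcriptional activity via heat shock element; 0% = median of DMSO wells and -100% = zero luminescence signal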
An asterisk follows results filed as active; ? = inconclusive; nt = no result given.

The line under a structure holds: Platelet DG rel, HIF act, HSP90 refold inh, HSF-1 act, IEC-6 cytotox, AI-2 QS modul, aSyn 5UTR inh, KLF5 inh, SKKanGAS inh, HSF1 inh
- Cc1ccc(CSCC(=O)Nc2ccc3c(c2)OCO3)cc1
  4, 0.1, 6, 18, 3, 7, -24, -8, 3, -2
- Cc1[nH]c(=O)[nH]c(=O)c1NC(=O)c1ccc(OC(C)C)cc1
  -1, 0.3, 2, -9, -2, 2, 18, 7, -4, -3
- CCC(C)(C)N(C(=O)CCC(=O)Nc1cc(C)on1)C(C(=O)NC(C)(C)C)c1ccc(OC)cc1 (stereo unspecified)
  8, -1.2, -1, 11, -7, 8, 9, -16, -3, 9
- O=C(NCCc1csc(-c2cccnc2)n1)c1ccc(Cl)cc1
  1, 0.7, 4, -16, 5, -7, -5, -23, -5, -2
- Cc1ccc(S(=O)(=O)N2CCC(C(=O)OCc3ccccc3)CC2)cc1C
  0, -2.5, nt, 6, nt, 20, 2, nt, -2, 0
- Cc1cc(C)c(NC(=O)CN2CCN(C)CC2)c(C)c1
  0, 0.5, nt, 6, nt, 27, 0, nt, -2, 3
- CN(C)C(CNS(=O)(=O)c1ccc(F)cc1)c1cccnc1 (stereo unspecified)
  -2, -0.5, -2, -7, -2, 17, -16, -31, 2, -6
- O=C(CN1CCN(c2ccccc2)CC1)Nc1c(C(=O)C2CC2)oc2ccccc12
  5, -0.1, 1, -2, 0, 18, 23, -10, 21, -5
- Cc1ccc([N+](=O)[O-])cc1S(=O)(=O)N1CCN(C)CC1
  -3, 0.0, 1, 0, 3, 12, 8, -29, 3, -6
- CSc1cc(-c2ccco2)oc1C(=O)c1ccco1
  1, -0.3, nt, 51*, nt, 35, 36, nt, 0, 21
- O=C(O)c1cc(O)c2c(c1)C(=O)c1cccc(O)c1C2=O
  -2, -0.2, 1, -3, -22, 19, -5, -2, 4, 3
- O=C(Nc1csc(Cc2c(Cl)cccc2Cl)n1)NN1CCOCC1
  0, -1.3, -4, 24, 4, 20, -1, -23, 0, 0
- O=C(NC(=O)N1CCN(c2ccc([N+](=O)[O-])cn2)CC1)c1ccccc1F
  2, -0.4, -2, 45, -1, 12, 7, -24, 12, 11
- CC(C)Cn1c(N)c(C(=O)COC(=O)c2ccccc2Cl)c(=O)n(C)c1=O
  2, -0.1, 3, -3, 5, 4, 29, -19, -3, -1
- O=C(NCCCNc1ccc(C(F)(F)F)cc1[N+](=O)[O-])c1ccc(F)cc1
  -34, -0.9, -2, 20, -4, -6, 24, -9, -16, 11
- COc1ccc(/C=N/Nc2ccccn2)cc1O
  80*, 3.8, -4, 6, 1, 21, -145, -58, -6, 5
- COC(=O)C1=C(Cn2cnc3ccccc32)NC(=O)NC1c1cc(C)ccc1C (stereo unspecified)
  1, -0.3, 0, 8, -5, 18, 16, -16, -7, -5
- Cc1ccc(CN2CCC(c3cc(-c4ccc(Cl)cc4)n[nH]3)CC2)cc1
  3, -0.3, 0, -3, -2, -7, -33, -4, -1, -2
- COc1ccc(CCC(=O)NCc2cn3ccsc3n2)cc1
  -5, -0.2, 5, 5, 6, 10, -4, 6, -10, -3
- CCCOC(=O)NC1C(NC(=O)OCCC)N(C)C(=O)N1C (stereo unspecified)
  -9, 153*, 3, 24, 3, -1, 5, 6, 4, -8

Profiles, quoted from the list. Screens in order: Platelet DG rel	HIF act	HSP90 refold inh	HSF-1 act	IEC-6 cytotox	AI-2 QS modul	aSyn 5UTR inh	KLF5 inh	SKKanGAS inh	HSF1 inh
Shown for COC(=O)C1=C(Cn2cnc3ccccc32)NC(=O)NC1c1cc(C)ccc1C (stereo unspecified) = 1	-0.3	0	8	-5	18	16	-16	-7	-5
Shown for Cc1ccc(S(=O)(=O)N2CCC(C(=O)OCc3ccccc3)CC2)cc1C = 0	-2.5	nt	6	nt	20	2	nt	-2	0
Shown for O=C(CN1CCN(c2ccccc2)CC1)Nc1c(C(=O)C2CC2)oc2ccccc12 = 5	-0.1	1	-2	0	18	23	-10	21	-5
Shown for O=C(O)c1cc(O)c2c(c1)C(=O)c1cccc(O)c1C2=O = -2	-0.2	1	-3	-22	19	-5	-2	4	3

Continuation.
The line under a structure holds: Platelet DG rel, HIF act, HSP90 refold inh, HSF-1 act, IEC-6 cytotox, AI-2 QS modul, aSyn 5UTR inh, KLF5 inh, SKKanGAS inh, HSF1 inh
- S=C(NCc1ccccn1)Nc1ccc(Cl)cc1Cl
  3, 1.4, -3, 44, -4, -5, -130, -63, 7, 27
- C=CCNC(=O)c1oc2ccc(S(=O)(=O)N(CC)CC)cc2c1C
  -3, -0.1, -1, 8, 0, 9, 23, -6, -9, -7
- COc1ccc(NC(=O)CCNC(=O)Cn2cnc3sc4c(c3c2=O)CCCC4)c(OC)c1
  9, -0.5, -2, 23, -2, 22, 19, 3, -2, -3
- CCN(C(=O)c1cnc(NC(C)C)cc1C(F)(F)F)c1ccc(Cl)cc1
  15, 0.9, 1, 24, 4, 11, -6, -1, 17, 6
- Cc1cc(NC(=O)c2ccc(C)c([N+](=O)[O-])c2)no1
  0, 0.5, 1, -47, 5, 18, -58, -9, 8, -33
- COc1cc(-c2nnc(-c3cc(OC)c(OC)c(OC)c3)o2)cc(OC)c1OC
  8, 0.3, -4, -25, 2, 10, -4, -3, -5, -7
- CCN(C(=O)c1ccc(S(=O)(=O)N2CCOCC2)cc1)C1CCS(=O)(=O)C1 (stereo unspecified)
  -11, -6.5, nt, -7, nt, 20, 7, nt, 10, -1
- CCC(C)(C)NC(=O)CN(CC1CCCO1)C(=O)CCC(=O)Nc1nccs1 (stereo unspecified)
  7, -0.3, 1, -1, 0, 10, 2, -31, 0, 2
- COc1ccc(C2C(C#N)=C(N)N(N(C)C)C3=C2C(=O)CC(C)(C)C3)cc1OC (stereo unspecified)
  -4, 0.4, 3, 20, 0, -1, 8, -4, 0, 2
- O=C(CCn1nc(-c2ccc(Cl)cc2)ccc1=O)N1CCN(c2ccccc2)CC1
  -7, 4.2, -1, 21, 0, 11, 44, -4, -9, -1
- COc1ccc(-c2nnnn2CCc2ccccc2)cc1
  -2, 0.6, 2, -2, 0, 10, -31, -30, 1, 8
- CCn1c(SCC(=O)Nc2c(C#N)cnn2-c2ccccc2)nnc1-c1cccs1
  -1, 0.1, -2, -17, -3, 30, -37, -10, 10, -7
- O=C(Nc1nccs1)c1cc2sccc2n1Cc1ccc(Cl)cc1
  -6, 0.0, 1, -1, 6, -4, 24, -8, 9, 6
- Cc1ccsc1C(=O)NCCc1nnc2ccccn12
  0, 2.2, -2, 16, -2, 15, -78, -81, 2, 9
- COc1ccc(-c2ccnc3nc(Sc4ncc(C(F)(F)F)cc4Cl)nn23)cc1
  -3, -0.6, 1, 24, -4, 8, 28, -28, 1, 1
- CCOc1ccc(C2C3=C(Nc4nc(N)[nH]c(=O)c42)c2ccccc2C3=O)cc1 (stereo unspecified)
  -4, -1.2, 1, 18, 0, 19, 4, 20, 11, 3
- O=C1CC(SCCO)C(=O)N1c1ccccc1 (stereo unspecified)
  12, -0.1, 3, -10, -2, 12, 3, -21, 2, -2
- CCn1c(SCC(=O)c2c[nH]c3ccccc23)nnc1-c1cccs1
  1, 2.5, 3, 11, 2, 22, -9, -13, 5, 2
- COc1ccc(C(=O)C2C(c3ccc(-c4ccccc4[N+](=O)[O-])o3)NC(=O)NC2(O)C(F)(F)F)cc1 (stereo unspecified)
  -3, -0.7, 9, 2, -3, 24, 24, -19, 7, 4
- CN(C)/C(=N\S(=O)(=O)c1ccccc1)c1ccc(Cl)cc1
  -2, 1.9, -1, 4, 1, 7, 0, -46, -6, 1
- CCCCN(C(=O)CN1C(=O)C2CCCCC2C1=O)c1c(N)n(CCCC)c(=O)[nH]c1=O (stereo unspecified)
  1, -0.3, nt, -1, nt, 9, 8, nt, -6, -3
- CCOC(=O)C1CCN(C(=O)CN(c2ccc(OC)cc2)S(=O)(=O)c2c(C)noc2C)CC1
  -3, nt, -4, 4, 0, 22, 15, -40, -2, 1
- c1ccc(-c2noc(CSc3nc4ccccc4o3)n2)cc1
  7, 0.3, -4, 24, -5, ?, -20, -25, 10, -1
- O=c1[nH]n(-c2ccc([N+](=O)[O-])cc2)c(=O)c2ccccc12
  -54, 0.2, 2, -5, 6, 30, 5, -24, 4, -9
- FC(F)C(F)(F)c1cc(-c2ccc(Cl)cc2)n[nH]1
  14, 1.6, -3, -7, 11, 8, -21, -84, 4, -12
- COCCNC(=O)CN(Cc1ccc(OC)cc1)C(=O)CCC(=O)Nc1nccs1
  -9, -0.1, 7, -13, -6, 11, -1, -11, -4, -9
- c1ccc(-n2nnnc2Sc2n[nH]c(-c3ccncc3)n2)cc1
  1, -0.3, 2, 15, -1, 47, 4, -18, 3, -7
- Cc1nn(C)c(C)c1Sc1ccc(Br)cc1
  -1, -0.2, 1, 11, -12, 8, -13, -32, 3, -2
- COCCNC(C)C(=O)C12CC3CC(CC(C3)C1)C2 (stereo unspecified)
  -21, -0.6, -2, 38, 1, 33, 8, -18, -8, 1
- COc1ccc(Br)cc1CNC(=O)CCC(=O)n1nc(C)c2ccccc21
  -10, -0.1, 1, -11, 13, 8, 28, -9, -5, -8
- O=C(OCCN1CCOCC1)c1ccc(O)cc1
  -3, -1.1, -2, -12, -5, 20, -21, -34, -4, -8
- O=C1C2ON(c3ccccc3)C(c3ccccn3)C2C(=O)N1c1ccc(Br)cc1 (stereo unspecified)
  7, 0.0, 7, -1, 5, -1, -2, 4, -1, 10
- Cc1ccc(S(=O)(=O)Nc2ccc(Cl)cn2)cc1
  -4, 0.6, -4, -12, 5, 25, 10, -21, -3, -11
- CCOC(=O)c1c(NC(=O)CN2C(=O)NC3(CCC(C)CC3)C2=O)sc(C(=O)N(C)C)c1C (stereo unspecified)
  -3, -1.7, nt, -1, nt, 22, 21, nt, 5, -2
- COc1ccc(OCCC(=O)NC2CCCCC2)cc1
  3, -0.1, -2, -9, 4, 10, -11, -17, 3, 0
- O=C(NCCc1ccccc1Cl)C1CCC(=O)N(C2CCCCCC2)C1 (stereo unspecified)
  -2, 0.2, -2, 4, -6, 29, -30, -8, 2, 5
- CCOC(=O)N1CCC(NC(=O)c2cccc3c2C(=O)N(c2ccc(OC)cc2)C3)CC1
  -14, -0.1, 2, 25, 1, 40, 15, 2, -2, 5

Fetched by structure from the entries so far:
The line under a structure holds: Platelet DG rel, HIF act, HSP90 refold inh, HSF-1 act, IEC-6 cytotox, AI-2 QS modul, aSyn 5UTR inh, KLF5 inh, SKKanGAS inh, HSF1 inh
- CCOC(=O)N1CCC(NC(=O)c2cccc3c2C(=O)N(c2ccc(OC)cc2)C3)CC1
  -14, -0.1, 2, 25, 1, 40, 15, 2, -2, 5
- O=C1C2ON(c3ccccc3)C(c3ccccn3)C2C(=O)N1c1ccc(Br)cc1 (stereo unspecified)
  7, 0.0, 7, -1, 5, -1, -2, 4, -1, 10

With a hit mark in Platelet DG rel (from the list above):
structure,Platelet DG rel,HSP90 refold inh,HSF-1 act,AI-2 QS modul,aSyn 5UTR inh,KLF5 inh,HSF1 inh
COc1ccc(/C=N/Nc2ccccn2)cc1O,80*,-4,6,21,-145,-58,5

Bioassay records deposited in PubChem BioAssay by several laboratories.
